HIF-2a inh: blocks HIF-2a reporter activity. 360,000 compounds, 0.72% hits. AID 624352. inhibition, % at 18.8 µM. 786-0 RCC cells HIF-2a reporter, luciferase luminescence, overnight;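 active = inhibition of the luminescence signal of 40% or more relative to plate controls, in a single-dose primary screen at 18.75 µM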
Peg3 prom inh: inhibitors of Peg3 promoter; HeLa PEG-Prom luciferase reporter, luminescence, overnight; inhibition, % at 20 µM; 360,000 compounds, 1.7% hits;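 active = inhibition of at least 50% at 20 µM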
TRPM1 prom inh: MITF TRPM1 promoter inhibition in SK-MEL-5 cells; SK-MEL-5 TRPM1 promoter luciferase, 24 h; inhibition, % at 12.5 µM; 330,000 compounds, 0.83% hits; AID 488899;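 active = mean inhibition across replicates of 60% or more, whatever share of single replicates reaches that level; inconclusive = some that reach 60%, reason not given; inactive = mean inhibition across replicates below 60%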; also: values of inactives mirror those of a sister screen read the other way
CaV13 ICDI inh: Primary screen for inhibitors of IQ motif and Ca2+-dependent inactivation inhibitor domain binding in CACNA1D, Förster resonance energy transfer in living cells, …; HEK cells, CFP/YFP FRET ICDI-IQ, plate reader, 10 min; percent FRET-ratio fall versus neutral wells; inhibition, % at 12.3 µM; 340,000 compounds, 0.098% hits; AID 743397;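 active = mean replicate inhibition of at least 30% and at least 1% of replicates passing that level; inconclusive = only one of the two criteria is met; inactive = neither criterion is met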;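 also: 0% = median of the neutral control wells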
m5-HT2A agonist: activates the mouse 5-HT2A serotonin receptor | activation, % at 7.6 µM | CHO-K1 mHTR2A beta-arrestin complementation, luminescence; percent of 30 µM serotonin response | 360,000 compounds, 0.66% hits | P35363;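 active = activation above a run cutoff, the mean activation of all tested compounds plus 3 SD, cut at about 14% in these data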;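 also: 0% = plate median of compound wells and 100% = 30 µM serotonin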
Target sequence (P35363 whole entry, looked up): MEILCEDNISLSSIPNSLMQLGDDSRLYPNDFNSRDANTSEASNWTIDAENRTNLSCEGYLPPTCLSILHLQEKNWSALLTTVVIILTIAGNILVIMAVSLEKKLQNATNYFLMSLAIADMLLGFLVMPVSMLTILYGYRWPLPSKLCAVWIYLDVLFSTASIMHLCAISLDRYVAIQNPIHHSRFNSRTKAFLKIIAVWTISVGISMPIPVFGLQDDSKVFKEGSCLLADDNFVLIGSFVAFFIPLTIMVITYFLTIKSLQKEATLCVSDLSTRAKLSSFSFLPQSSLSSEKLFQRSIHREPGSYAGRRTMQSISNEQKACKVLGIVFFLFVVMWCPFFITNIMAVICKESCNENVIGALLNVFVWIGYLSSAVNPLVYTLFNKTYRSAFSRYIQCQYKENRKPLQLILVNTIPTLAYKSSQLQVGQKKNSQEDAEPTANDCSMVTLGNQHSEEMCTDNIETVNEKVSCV
Shn3 3UTR inh: Schnurri-3 reporter inhibition in Clone20 osteoblasts; Clone20 osteoblast Shn3 3'UTR firefly luciferase, 24 h; inhibition, % at 12.5 µM; 360,000 compounds, 0.52% hits; AID 588674;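 active = mean inhibition of at least 75% with every replicate also reaching 75%; inconclusive = mean inhibition at least 75% but some replicate below; inactive = mean inhibition below 75%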;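 also: 0% = median of neutral control wells and 100% = pilot-screen positive control compound; some compounds past the cut are filed as inactive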
NR2E3 ag-1: agonists of human NR2E3 nuclear receptor; Q9Y5X4; CHO-S Gal4-NCOR/VP16-NR2E3 two-hybrid, luciferase; inhibition of corepressor binding, % at 3.98 µM; 360,000 compounds, 0.35% hits; AID 602229;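 active = inhibition above the mean of all tested compounds plus 3 SD, cut at about 70% in these data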;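 also: 0% = DMSO with NR2E3 transfected cells and 100% = cells lacking NR2E3 construct; higher means lower luciferase signal from less NR2E3 corepressor binding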
Cardio protect: protects H9c2 cardiomyocytes from peroxide injury. protection from H2O2 cell death, % at 20 µM. AID 588492. 360,000 compounds, 0.63% hits. H2O2 injury protection, ATPLite, 2 h;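 active = compounds giving at least 50% protection of heart cells from peroxide-induced death in the single-dose screen, raw or plate-pattern-corrected value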;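 also: 0% = DMSO wells with peroxide and 100% = DMSO wells without peroxide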
NR2E3 ag-2: activates human photoreceptor nuclear receptor NR2E3; Q9Y5X4; GST-NR2E3/biotin-RetCOR TR-FRET, 1536-well; inhibition of corepressor binding, % at 4.78 µM; 320,000 compounds, 0.12% hits; AID 2300;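 active = percent inhibition above the cutoff of mean plus 3 SD of all tested compounds, set per screening campaign, cut at about 20% in these data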;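 also: 0% = DMSO wells and 100% = biotin wells as full block of FRET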
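Material: NR2E3–RetCOR corepressor complex | Quantity: 1.35 nM GST-tagged NR2E3 final | Schedule: 5 h at 4 °C | Replication: Singlicate compound wells | Reagent: RetCOR corepressor, biotinylated, 7 nM | Controls: Biotin wells as high control, 0.6% DMSO wells as low control | Signal: TR-FRET, Eu(K)-anti-GST donor, streptavidin-D2 acceptor, ex 340, em 617/671 nm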
PDI inh: PDI (human) enzyme inhibition | PDI insulin aggregation turbidity, A650, 90 min | inhibition, % at 10 µM | 350,000 compounds, 0.052% hits;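 active = mean inhibition across replicates of 30% or more, whatever share of single replicates reach that level; inconclusive = mean inhibition below 30% while every single replicate reaches 30%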;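 also: absorbance from insulin aggregation driven by PDI reduction with DTT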
Target sequence (P07237 whole entry, looked up): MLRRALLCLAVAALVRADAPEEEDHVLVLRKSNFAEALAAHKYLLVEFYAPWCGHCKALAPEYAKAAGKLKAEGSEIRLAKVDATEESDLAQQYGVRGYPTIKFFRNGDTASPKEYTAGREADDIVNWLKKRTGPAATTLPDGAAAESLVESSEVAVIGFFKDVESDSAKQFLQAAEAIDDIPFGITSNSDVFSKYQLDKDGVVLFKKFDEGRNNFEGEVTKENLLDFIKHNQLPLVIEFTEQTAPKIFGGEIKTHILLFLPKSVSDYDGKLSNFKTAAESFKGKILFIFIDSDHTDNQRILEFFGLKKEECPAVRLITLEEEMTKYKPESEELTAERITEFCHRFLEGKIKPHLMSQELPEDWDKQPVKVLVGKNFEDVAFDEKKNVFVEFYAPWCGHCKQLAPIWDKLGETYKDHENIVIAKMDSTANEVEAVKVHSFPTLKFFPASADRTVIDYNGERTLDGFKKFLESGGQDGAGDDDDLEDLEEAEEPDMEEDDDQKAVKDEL
iPSC survival up: enhancers of human iPSC single-cell survival. hiPSC single-cell survival, ATPlite luminescence; 100% = ROCK inhibitor wells, 0% = DMSO. survival enhancement, % at 20 µM. 360,000 compounds, 0.044% hits. AID 602274; in the data active = survival enhancement above about 18%;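 also: cells exposed to compounds for 16 hours before the ATP read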
An asterisk follows results filed as active; ? = inconclusive; / = no result given.

cpd	smiles	PDI inh	NR2E3 ag-1	Shn3 3UTR inh	TRPM1 prom inh	HIF-2a inh	NR2E3 ag-2	iPSC survival up	Peg3 prom inh	CaV13 ICDI inh	m5-HT2A agonist	Cardio protect
1	O=C(O)c1ccc2c(c1)C(=O)N(c1ccccc1-c1ccccc1)C2=O	-4	-17	13	4	4	4	-0.9	8	15	0	2
2	CC(C)=CC(=O)Nc1ccc(S(=O)(=O)Nc2onc(C)c2C)cc1	17	4	11	14	20	5	-0.7	7	-6	1	13
3	O=c1[nH][nH]cc1C=Nc1ccc(Cl)cc1Cl	-4	-5	7	8	15	6	-1.8	23	2	5	0
4	Cc1cc(C)c2c(c1)SC1=NC(c3ccccc3)(C(F)(F)F)NC(=O)N12 (configuration not stated)	-7	-10	-6	6	-47	-1	-0.5	-37	-4	7	-3
5	COc1ccccc1N(C(=O)CNC(=O)c1ccco1)C(C(=O)NCC1CCCO1)c1ccccc1 (configuration not stated)	1	-23	-1	/	2	2	-0.6	-4	-3	5	10
6	O=C(NC(NNc1ccc([N+](=O)[O-])cc1)(C(F)(F)F)C(F)(F)F)c1ccc(F)cc1	-6	30	17	7	-24	2	-0.5	25	-4	0	-16
7	Cc1ccc(N2CC(=O)N(NC(=O)Nc3ccc(Cl)c(Cl)c3)CC2=O)cc1	4	-2	-7	-7	19	-1	-0.2	19	-4	0	3
8	COc1ccc(N2CCN(C(=O)[C@H](C)N3C(=O)C4CC=CCC4C3=O)CC2)cc1 (some centres not stated)	-1	13	-12	-20	8	/	-2.1	8	-15	2	-3
9	CCOC(=O)C(=NCC1CCCO1)NNc1cc(Cl)ccc1Cl (configuration not stated)	3	-7	3	7	12	1	0.2	9	-2	2	-8
10	CCn1c(C)nc2c1C(=O)c1ccccc1C2=O	6	-17	1	9	-13	1	-0.9	-27	-5	-1	-6
11	COc1cc(C#Cc2c(-c3cncn3C)n(C)c3ccc(-c4ccc(CN5CCOCC5)cc4)cc23)cc(OC)c1	-3	-46	16	-28	-72	/	-4.6	-8	-4	-11	19
12	COc1cc(CNCc2ccccn2)ccc1OCc1ccc(Cl)cc1	13	-25	-12	-29	-75	-2	-1.2	-116	/	-7	4
13	O=C(NCCCCc1ccccc1)c1cccc(NC(=O)C2CCCC2)c1	-4	-23	15	9	-3	/	1.7	0	-6	-3	4
14	COc1cc(/C=N/NC(=O)C(=O)/C=C2\NC3(CCCC3)Cc3ccccc32)ccc1O	-4	10	16	-6	28	-6	-1.1	39	-15	0	37
15	CC1NC2(C(=O)N(Cc3ccccc3)c3ccccc32)C2C(=O)N(c3ccccc3)C(=O)C12 (configuration not stated)	5	2	12	5	8	3	0.3	20	-5	-3	-3
16	CC(=O)c1cccc(NC(=O)CSc2nc(=O)n(CCCN3CCOCC3)c3c2CCC3)c1	-4	-9	19	-3	9	1	0.6	8	-13	2	15
17	O=c1c2ccccc2ncn1CCCCOc1ccccc1F	-1	-18	-10	-5	-12	1	-0.3	-19	-5	-6	7
18	CC(=O)Nc1cc(C(=O)OC(C(=O)c2ccccc2)c2ccccc2)ccc1C (configuration not stated)	0	10	-3	-3	-5	1	-2.9	10	-4	1	4
19	Cc1ccc(OCC(=O)NC2CCCC2)c(C)c1	-7	-65	-9	-57	-142	2	4.1	-108	-5	3	-2
20	CCCNc1ncc2c(=O)[nH][nH]c(=O)c2n1	-4	-7	-14	8	7	/	0.7	13	-5	-3	12
21	O=C(c1ccc(OC2CCN(CCc3ccccc3)CC2)cc1)N1CCCCC1CCCO (configuration not stated)	-3	-22	1	-8	2	2	-0.5	7	-6	-15	8
22	CCCN(CCC)S(=O)(=O)c1ccc(C(=O)Nc2nnc(-c3cc(OC)cc(OC)c3)o2)cc1	-1	-6	81	37	14	0	-0.7	49	/	-1	54*
23	Cc1ccc(C)c(OCCC(=O)OCC(=O)NC2CC2)c1	-3	-9	5	0	2	0	-0.4	-1	-7	5	1
24	N#C/C(=C\c1c[nH]c2ccccc12)C(=O)NCC1CCCO1 (configuration not stated)	5	-25	-13	-29	-143	2	-0.7	-101	-3	-1	11
25	CC(C)NC(=O)c1sc2c(c1C(=O)Nc1cccnc1)CCCC2	-4	18	16	8	17	1	-0.6	22	-4	4	3
26	COCCN(C(=O)COC(=O)/C=C/c1cccc(C(F)(F)F)c1)c1c(N)n(CC(C)C)c(=O)[nH]c1=O	-2	-47	12	10	8	/	-1.1	16	-6	-3	0
27	Cc1ccc([C@@H]2C3COCC=C3C(C#N)=C(N)C2(C#N)C#N)o1 (some centres not stated)	-4	-40	4	7	-18	-1	5.2	14	-9	5	11
28	Nc1[nH]c(C(=O)c2ccccc2)c(-c2ccc(Cl)cc2Cl)c1C(=O)NCCc1c[nH]c2ccccc12	/	-22	/	/	-40	/	-0.4	/	-7	4	/
29	CC(=O)c1ccc(N2CCN(S(=O)(=O)c3ccc4ccccc4c3)CC2)cc1	-4	11	15	7	5	-1	-0.4	14	-6	-3	4
30	Fc1ccccc1OCCCCN1CCCCC1	-7	-16	-146	/	7	2	0.4	-6	-5	-6	4
31	Cc1ccc(N2C(=O)c3ccc(N)cc3C2=O)cc1C	2	-114	-168	-67	-256	-2	-2.8	-251	-9	-6	-1
32	COC(=O)[C@@H](NCc1cccc(CN[C@H](C(=O)OC)C(C)C)c1)C(C)C	-13	19	-16	-5	3	-1	0.9	5	-5	5	11
33	CC1(C)CCc2c([nH]c3ccccc3c2=O)O1	/	12	-9	-14	-23	3	0.4	-11	/	5	-4
34	CCCCn1c(SCC(=O)NC2CCS(=O)(=O)C2)nc2ccccc2c1=O (configuration not stated)	?	-26	-12	-14	13	0	-0.5	8	-3	1	-1
35	CCc1ccc(N=C2NC(=O)/C(=C/c3ccc(OCC(=O)O)cc3)S2)cc1	10	6	6	17	19	2	-0.3	18	-5	5	-12
36	Cc1ccc(S(=O)(=O)N2C[C@]3(O)C[C@@H]4C(=O)N(c5ccccc5)C(=O)[C@@H]4C[C@]3(OC(=O)NCc3ccco3)C2)cc1	-14	9	-1	/	4	/	0.3	12	-9	2	1
37	Cc1cc(NC(=O)c2cc(-c3ccccn3)nc3ccccc23)no1	0	-4	-10	-8	10	2	4.2	29	-5	-2	13
38	O=C(NCCc1ccccc1)Oc1ccc(Cl)cc1	-19	-87	-102	-13	-152	1	-0.8	-80	2	7	-3
39	O=C1CCCCN1CCC(=O)N1CCCC(N2CCN(c3ccccc3)CC2)C1 (configuration not stated)	7	12	-7	-1	2	-2	-0.5	3	-3	-2	12
40	Cn1ccc2c(-c3ccc(F)nc3)cc3c(c21)C1CCC3C1 (configuration not stated)	/	-6	5	/	-10	/	2.3	0	-11	0	2
41	CCc1cc2c(=O)c(Oc3ccccc3F)c(C)oc2c(CN(C)C)c1O	7	-11	-18	-12	7	2	-0.1	-4	-3	0	3
42	Cc1ccc(CS(=O)(=O)c2ncc(Cl)c(C(=O)Nc3nnc(C(C)C)s3)n2)cc1	-1	57	95*	79*	76*	-2	-0.2	110*	-2	-1	-15
43	COc1ccc(/C=N/OCC(=O)Nc2nc3ccccc3s2)cc1	-3	-32	-4	0	11	0	1.0	-6	-3	0	7
44	Cc1ccc(-c2nnc(SCC(=O)N/N=C/c3ccc(C(=O)O)cc3)n2C2CCCCC2)cc1	-12	-26	-16	12	18	2	-0.3	-5	-7	-1	2
45	CN(CC(=O)Nc1cccc(F)c1)C(=O)C1CC(=O)N(Cc2ccco2)C1 (configuration not stated)	9	-16	-7	-3	10	-1	0.5	-5	/	-2	-2
46	Cc1occc1C(=O)Nc1nnc(C(F)(F)F)s1	-1	-31	3	-16	-46	5	-1.8	-20	-2	1	-2
47	O=c1c2ccccc2nc2n1C(CBr)CN2 (configuration not stated)	1	-9	-4	-1	13	0	-0.9	2	-5	1	5
48	CCC(C)NC(=O)CSc1nnc(-c2ccc(Cl)cc2)n1N (configuration not stated)	-10	-4	22	1	7	-1	-0.3	-3	-19	3	-1
49	Cn1c(CNC(=O)CNS(=O)(=O)c2ccc(Br)cc2)cc(=O)n(C)c1=O	18	-30	-17	-6	9	-2	0.1	-1	-4	5	-3
50	C/C(CC(=O)Nc1ccc(N(C)C)cc1)=N\NC(=O)c1ccc([N+](=O)[O-])cc1Cl	-1	-3	-11	6	-4	3	-0.8	-22	-6	-6	11
51	Brc1ccc(-c2ccccc2)cc1	/	0	-8	4	-2	-1	-1.0	2	/	4	1
52	CCCOC(=O)c1c(-c2ccc(C)cc2C)csc1NC(=O)C1C2CCC(O2)C1C(=O)O (configuration not stated)	-19	8	-3	-9	21	0	4.7	3	-14	0	-1
53	COc1ccccc1/C=C/C(=O)c1c2c(c(C)[nH]c1=O)CCCC2	-3	-8	-31	64*	73*	2	-2.2	98*	-7	-4	13
54	O=C(CN1C(=O)CSc2ccc(S(=O)(=O)N3CCOCC3)cc21)NCc1c(F)cccc1Cl	1	21	-5	/	0	/	5.7	2	-6	-4	9
55	CN(C)CCSc1nc(-c2ccccc2)nc2c1CCC2	-15	-25	9	3	20	2	-1.8	11	-7	5	0
56	c1ccc(-c2nnc(N3CCN(c4ccccc4)CC3)nc2-c2ccccc2)cc1	7	-17	-7	/	-5	0	-0.5	17	-4	1	-3

(listing goes on)
cpd	smiles	PDI inh	NR2E3 ag-1	Shn3 3UTR inh	TRPM1 prom inh	HIF-2a inh	NR2E3 ag-2	iPSC survival up	Peg3 prom inh	CaV13 ICDI inh	m5-HT2A agonist	Cardio protect
57	CCOC(=O)C1(C)CCN1C(=O)c1ccc(C(F)(F)F)cc1 (configuration not stated)	-21	-10	6	/	-3	/	-1.7	-12	-7	7	0
58	Cc1nnc(NC(=O)c2ccc(S(=O)(=O)N3CC(C)OC(C)C3)cc2)o1 (configuration not stated)	-8	-29	-6	-2	-7	-2	-0.3	17	/	-5	6
59	CN(C)C(=O)CN1C(=O)NC2(CCCc3ccccc32)C1=O (configuration not stated)	-1	-10	15	23	9	1	-0.5	18	-5	1	3
60	CCOC(=O)c1nnc(-c2ccc(C)cc2)nc1Oc1ccc(Cl)cc1Cl	3	-47	-25	9	8	1	-2.0	8	0	-2	-24
61	Cc1cc(C)c[n+](-c2nc3ccccc3nc2[N-]S(=O)(=O)c2ccc(Br)s2)c1	0	-8	-7	12	-12	2	2.5	14	22	1	-1
62	CCN(CC)S(=O)(=O)c1ccc(N=NC2=C(O)CCCC2=O)cc1	-4	-4	10	-6	13	4	-0.5	3	0	0	18
63	CNS(=O)(=O)c1cccc(C(=O)Nc2cccc(Cl)c2)c1	-5	-73	21	-32	-157	1	-3.0	-100	-4	-3	-4
64	COc1ccc(/C=C/C(=O)NNC(=O)C(C)Oc2ccccc2F)cc1OC (configuration not stated)	-2	-5	1	5	-14	/	-0.5	6	-5	-2	5

Bioassay records from PubChem BioAssay.
